Rpn11 inh: inhibitors of human proteasome Rpn11 | O00487 | human 26S proteasome, Ub4-pepOG fluorescence polarization; 20S core pre-blocked with epoxomicin | calls only at 20 µM | hit rate 0.59% among 360,000;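 active = inhibition at 20 µM, scaled to each plate's controls, above about 33%, limit read from the data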
eLon inh: E. coli protease La inhibition; P0A9M0; purified E. coli Lon protease, fluorescence polarization; inhibition, % at 7.94 µM; hit rate 0.42% among 360,000; in the data active = inhibition above about 13%, passing the limit was not always enough;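 also: 0% = enzyme with probe and DMSO and 100% = no enzyme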
MsrA act: activates bovine MsrA enzyme. purified bovine MsrA, absorbance read-out. activation, % at 10.6 µM. hit rate 0.3% among 360,000; in the data active = activation above about 7.5%;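 also: 0% = vehicle and 100% = reference activator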
CSN deneddyl inh: inhibitors of human CSN-mediated cullin deneddylation. Q92905. Purified CSN, SCF-Nedd8-OG deneddylation, fluorescence polarization. inhibition, % at 12.5 µM. AID 651999. hit rate 0.38% among 360,000;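 active = pattern-corrected inhibition above about 35%, with an unprinted fluorescence ratio check between 0.5 and 1.5, limit read from the data, passing the limit was not always enough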;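 also: 0% = enzyme with substrate and 100% = substrate without enzyme; some results filed as inactive read as strong as hits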
Target sequence (Q92905 whole entry, looked up, one chain of several): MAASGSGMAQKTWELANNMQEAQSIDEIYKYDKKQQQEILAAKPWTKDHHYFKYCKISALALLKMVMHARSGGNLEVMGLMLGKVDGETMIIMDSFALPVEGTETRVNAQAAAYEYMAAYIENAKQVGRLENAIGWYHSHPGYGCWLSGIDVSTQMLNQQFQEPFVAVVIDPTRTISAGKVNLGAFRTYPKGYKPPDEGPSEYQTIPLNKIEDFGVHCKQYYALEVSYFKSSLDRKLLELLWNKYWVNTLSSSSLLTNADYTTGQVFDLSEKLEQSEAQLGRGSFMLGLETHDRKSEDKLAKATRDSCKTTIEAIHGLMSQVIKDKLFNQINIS
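Assay system: purified human Csn5 enzyme expressed in HEK293T cells; measure: % inhibition; also added: SCFSkp2-Nedd8OG substrate at 10 nM final; technique: fluorescence polarization; times: reaction 90 min, room temperature; medium: Tris buffer pH 7.5, NaCl, DTT, Tween-20, trehalose, ovalbumin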
MT1-MMP act inh: blocks activation of human MT1-MMP. P50281. HT1080 RFP-PRO-GFP cells, GFP/RFP ratio fluorescence, overnight; percent of plate control window, DMSO zero. hit rate 0.061% among 360,000. AID 651647. GFP/RFP ratio change, % at 20 µM;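 active = GFP/RFP ratio change of at least 30% with cell ATP level not reduced by more than half and red fluorescence within 50% of control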; also: strong numbers were not always called active
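Read-out: GFP/RFP fluorescence ratio; Test system: RFP-PRO-GFP reporter HT1080 cells; Compound dosing: single-point 20 µM compound, 1% DMSO; Times: overnight compound exposure at 37 °C.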
MsrA inhibitor: inhibits bovine methionine sulfoxide reductase A; purified bovine MsrA, absorbance read-out; inhibition, % at 15.5 µM; hit rate 0.75% among 360,000; in the data active = inhibition above about 4.5%;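 also: 0% = vehicle wells with enzyme and 100% = reference inhibitor wells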
Rin1 Abl inh: inhibitors of human Rin1-Abl protein interaction; P00519+Q13671; TR-FRET Rin1/Abl binding, biochemical; inhibition, % at 7.35 µM; hit rate 0.4% among 360,000; in the data active = inhibition above about 5%, passing the limit was not always enough
FAS-TE inh: FAS thioesterase (human) inhibition; recombinant FAS-TE, OMFH fluorogenic substrate, fluorescence endpoint; inhibition, % at 15 µM; hit rate 0.67% among 360,000; AID 602261;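 active = compounds whose normalised, plate-corrected inhibition of enzyme fluorescence in the single-dose primary screen is 50% or more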;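 also: 0% = DMSO with enzyme and 100% = substrate without enzyme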
PABP1 MLLE inh: inhibitors of microRNA-mediated deadenylation, human PABP1 MLLE binding | P11940 | GST-MLLE / FITC-PAM2 fluorescence polarization | inhibition, % at 20 µM | hit rate 0.36% among 360,000; in the data active = inhibition above about 35%, passing the limit was not always enough;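 also: plate controls were DMSO wells with GST-MLLE for no effect and wells lacking GST-MLLE protein for full effect; some results filed as inactive read as strong as hits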
Target sequence (P11940 whole entry, looked up): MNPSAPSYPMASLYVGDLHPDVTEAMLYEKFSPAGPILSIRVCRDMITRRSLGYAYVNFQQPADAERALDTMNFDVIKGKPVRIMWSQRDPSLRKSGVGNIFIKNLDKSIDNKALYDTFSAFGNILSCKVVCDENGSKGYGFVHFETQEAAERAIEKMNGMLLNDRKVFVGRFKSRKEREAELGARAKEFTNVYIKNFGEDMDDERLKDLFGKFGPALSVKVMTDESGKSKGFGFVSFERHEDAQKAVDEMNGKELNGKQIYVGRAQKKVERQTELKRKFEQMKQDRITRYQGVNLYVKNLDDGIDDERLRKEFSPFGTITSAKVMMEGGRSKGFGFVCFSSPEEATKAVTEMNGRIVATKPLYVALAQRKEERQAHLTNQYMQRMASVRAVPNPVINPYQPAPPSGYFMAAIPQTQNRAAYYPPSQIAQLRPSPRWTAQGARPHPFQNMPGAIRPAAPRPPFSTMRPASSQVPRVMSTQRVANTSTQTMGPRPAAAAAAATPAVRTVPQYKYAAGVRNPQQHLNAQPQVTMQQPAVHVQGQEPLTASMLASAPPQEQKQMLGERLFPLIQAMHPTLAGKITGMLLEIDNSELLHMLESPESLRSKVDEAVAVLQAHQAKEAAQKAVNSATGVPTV
Active calls of the source: *; i = inactive; · = not tested or not shown.

The opening two entries (preview)
Values in the order – Rpn11 inh	eLon inh	MsrA act	CSN deneddyl inh	MT1-MMP act inh	MsrA inhibitor	Rin1 Abl inh	FAS-TE inh	PABP1 MLLE inh
> CC(C)n1c(=S)[nH]c2cc(Cl)ccc21
→ i	-1	-1	1	19	-0.5	-2	-2	-82
> O=C1N(c2ccc(Cl)c(Cl)c2)CN(Cc2ccccc2)CN1n1cnnc1
→ i	-7	-8	1	-3	-0.1	-2	-6	16

The whole of this part, previewed entries included:
Values in the order – Rpn11 inh	eLon inh	MsrA act	CSN deneddyl inh	MT1-MMP act inh	MsrA inhibitor	Rin1 Abl inh	FAS-TE inh	PABP1 MLLE inh
> CC(C)n1c(=S)[nH]c2cc(Cl)ccc21
→ i	-1	-1	1	19	-0.5	-2	-2	-82
> O=C1N(c2ccc(Cl)c(Cl)c2)CN(Cc2ccccc2)CN1n1cnnc1
→ i	-7	-8	1	-3	-0.1	-2	-6	16
> CCCc1nc2c(C)cc(Br)cn2c1Cc1ccc(OC)cc1C
→ i	-6	-3	0	-1	1.2	-29	-3	17
> O=C(CN(C(=O)C1CSC(=O)C1)c1ccccc1F)NCc1ccc2c(c1)OCO2 (centres undefined)
→ i	10	-3	-6	7	-1.3	-3	42	-2
> CCC[C@@H](CN1CCC[C@H]1CN1C(N)=NC[C@@H]1Cc1ccccc1)N1C[C@@H]([C@H](C)CC)N(CCc2ccc(Cl)c(Cl)c2)C1=N
→ i	-1	0	1	1	·	1	-98	7
> Cc1cccc(CN2CCN(C3CN(Cc4ccc(F)cc4)S(=O)(=O)C3)CC2)c1 (centres undefined)
→ i	-10	-2	-4	7	-0.8	4	3	-3
> COC(=O)c1ccc(NC(=O)CCS(=O)(=O)c2ccc(Br)cc2)cc1
→ i	0	-2	-4	6	-0.2	0	2	-3
> CC1(C)Cc2c(sc3c2c(=N)n(Cc2ccco2)c(=O)n3CC(=O)Nc2ccc(Cl)cc2)CO1
→ i	-2	-1	2	0	-1.6	1	12	-49
> Cc1c(NS(=O)(=O)c2cccc(C(=O)Nc3ccccc3)c2)c(=O)n(-c2ccccc2)n1C
→ i	-5	-3	-4	-2	-0.7	1	-2	16
> O=C(CCNC(=O)c1ccc(Cl)cc1)Nc1ccc(S(=O)(=O)N2CCOCC2)cc1
→ i	-4	-3	2	-2	0.1	3	-2	1

Continued:
Values in the order – Rpn11 inh	eLon inh	MsrA act	CSN deneddyl inh	MT1-MMP act inh	MsrA inhibitor	Rin1 Abl inh	FAS-TE inh	PABP1 MLLE inh
> O=C1C(Cl)=C(N2CCCCCC2)C(=O)N1c1ccccc1
→ i	-6	-3	2	-1	0.2	2	9	13
> Cc1cc(C)c2nc(N3CCCC(C(=O)N4CCN(c5ncccn5)CC4)C3)sc2c1 (centres undefined)
→ i	-1	-2	-3	-6	0.1	-2	23	-7
> O=C1NC(c2cccnc2)C(C(=O)c2cccs2)C(O)(C(F)(F)F)N1 (centres undefined)
→ i	4	-6	1	-3	0.9	3	-12	3
> CC1CCc2nc(NC(=O)c3cc(C(C)(C)C)nn3C)sc2C1 (centres undefined)
→ i	3	-2	0	-37	-0.4	-3	7	2
> Cc1csc(Nc2ccccc2C(F)(F)F)n1
→ i	-7	-6	1	4	1.3	1	4	2
> Clc1ccc(-n2nnnc2-c2cnc3ccccc3c2-c2ccccc2)cc1
→ i	11	-10	5	-11	-0.9	1	32	-7
> Cn1c(=O)n(C)c2cc(CN3C(=O)OC(C)(C)C3(C)O)ccc21 (centres undefined)
→ i	-2	-2	-2	2	0.3	0	-8	-3
> O=C1c2ccccc2C(=O)c2c1cccc2-n1nnc2ccccc21
→ i	-4	4	-1	-7	0.1	3	-1	18
> CCCS(=O)(=O)N1CCCC(C(=O)NCCN2CCCCC2C)C1 (centres undefined)
→ i	-6	0	-2	-3	-0.3	-3	-9	27
> COC(=O)C1=C(C(=O)OC)[C@@H]2N(C)c3ccccc3[C@@]23C[C@@H](C(=O)OC)N(C(=O)c2ccco2)C3=N1
→ i	-3	-3	7	-3	0.7	0	-13	-11

Following part:
Values in the order – Rpn11 inh	eLon inh	MsrA act	CSN deneddyl inh	MT1-MMP act inh	MsrA inhibitor	Rin1 Abl inh	FAS-TE inh	PABP1 MLLE inh
> Cc1cc(NC(=O)CCCOc2ccc(Cl)cc2Cl)no1
→ i	-4	-1	3	-1	-0.1	-1	-4	1
> COc1cccc(C(C(=O)NC2CCCCC2)N(C(=O)c2csnn2)C2CC2)c1 (centres undefined)
→ i	-3	-4	-2	-6	-0.7	-1	1	0
> COc1ccc(-c2c(C(=O)O)c(-c3ccccc3)cn2C)cc1
→ i	7	-4	3	0	0.7	0	-3	26
> COc1cc(C(=O)OCC(=O)Nc2cc(C)on2)cc(OC)c1OC
→ i	-10	-3	-3	19	-1.7	1	-11	4
> CCOC(=O)C1C(=O)C=C(c2ccc([N+](=O)[O-])cc2)CC1c1ccccc1 (centres undefined)
→ i	3	-4	-2	4	0.6	-3	31	8
> CCCCC(=O)NC1(C(F)(F)F)NC(=O)N(C)C1=O (centres undefined)
→ i	2	2	-11	-2	0.4	-1	-7	2
> COc1ccc(CN2C(=O)CN=C2Nc2ccc(C)cc2C)cc1
→ i	-8	-8	4	0	0.4	-4	-4	-1
> O=[N+]([O-])c1ccc(C2NS(=O)(=O)N=C3CCCCCN32)cc1 (centres undefined)
→ i	-1	-2	3	-2	-0.4	-1	-2	13
> Cc1ccc2nc(SCC(=O)OCc3ccccc3)nc(=O)n2c1
→ i	-13	-3	19	3	1.2	-2	-4	17
> CCOC(=O)CNC(=O)CNC(=O)Cn1ccc2ccccc2c1=O
→ i	-1	-2	7	2	0.3	3	-7	1

Later entries.
Values in the order – Rpn11 inh	eLon inh	MsrA act	CSN deneddyl inh	MT1-MMP act inh	MsrA inhibitor	Rin1 Abl inh	FAS-TE inh	PABP1 MLLE inh
> CCCCCC(=O)NNC(=S)NC(=O)c1ccc([N+](=O)[O-])cc1
→ i	-4	0	-8	2	1.4	-2	14	39*
> C[C@@H]1CN([C@H](C)CO)C(=O)CCCn2cc(nn2)CO[C@H]1CN(C)S(=O)(=O)c1cccc(C#N)c1
→ i	1	-2	-4	2	-0.7	2	-10	13
> COc1ccc(S(=O)(=O)Nc2ccc3c(c2)OCO3)cc1C
→ i	4	0	-1	6	-0.8	-3	2	-14
> COc1ccccc1CC(NC(C)=O)C(=O)N1CCN(C(=O)Nc2ccccc2Cl)CC1 (centres undefined)
→ i	-7	-2	7	0	0.0	2	-12	-2
> C=CCn1c(NCCO)nc2sc3c(c2c1=O)CCC3
→ i	-9	-2	6	3	2.9	0	-3	3
> CC1(C)Cc2c(sc3nc4n(c(=N)c23)CCCCC4)CO1
→ i	4	-4	3	-1	-0.5	-1	-4	3
> CC(=O)OCCCn1c(C)[n+](C)c2cc(Cl)c(Cl)cc21
→ i	-10	-13	1	6	-0.4	3	-9	-137
> COc1cccc(CNC(=O)c2ccccc2SCC(=O)N2CCCC2)c1
→ i	-1	-1	-2	2	1.0	0	-4	21
> Nc1cc2c(cc1O)CCCC2
→ i	-6	-3	9	-6	0.5	3	-5	-14
> CN(C(=O)Cn1cnc2ccccc2c1=O)C1CCS(=O)(=O)C1 (centres undefined)
→ i	-6	-10	-1	-4	0.3	6	-8	4

Continuation.
Values in the order – Rpn11 inh	eLon inh	MsrA act	CSN deneddyl inh	MT1-MMP act inh	MsrA inhibitor	Rin1 Abl inh	FAS-TE inh	PABP1 MLLE inh
> Cc1ccc2c(c1)nnn2C1CCN(S(=O)(=O)c2ccc(C(=O)N3C(C)CCCC3C)cc2)CC1 (centres undefined)
→ i	5	1	-1	4	-1.0	-1	16	-10
> COc1cc2sc3cc(NCCCN4CCOCC4)ccc3c(=O)c2cc1OC
→ i	9	-3	3	14	1.5	-8	-1	-7
> O=C(CCS(=O)(=O)c1ccccc1F)Nc1ccc(N2CCN(Cc3ccccc3)CC2)cc1
→ i	-6	-1	-5	3	1.0	5	-2	-12
> COc1ccc(CN2C(=O)c3c(c(C)n(C)c3C)C2C(=O)NC2CCC(C)CC2)cc1 (centres undefined)
→ i	1	-3	0	1	0.4	-3	6	-15
> O=C(Cn1nnc(-c2ccccc2F)n1)Nc1ccc2c(c1)OCO2
→ i	-3	-3	-3	1	0.4	1	-1	1
> C=CCOc1ccccc1/C=N/NC(=O)Cc1ccc(C)cc1
→ i	-5	-2	6	-5	0.4	-1	11	18
> CCOc1ccc(OCc2cccc(C(=O)N3CCCCCC3)c2)cc1
→ i	-2	-2	7	-3	0.2	0	12	5
> CCCCC1C(=O)N(c2ccccc2)N(c2ccc(O)cc2)C1=O (centres undefined)
→ i	-7	-8	-3	1	-0.6	3	-2	22
> COC(=O)c1c(C)[nH]c(C(=O)C(C)OC(=O)C2CC2)c1C (centres undefined)
→ i	1	-3	6	5	-0.5	2	-5	-5
> COc1ccc(N2C(=O)CC(N(Cc3ccc(S(N)(=O)=O)cc3)C(C)=O)C2=O)cc1 (centres undefined)
→ i	12	-4	0	3	-0.6	0	-1	0

The listing continues:
Values in the order – Rpn11 inh	eLon inh	MsrA act	CSN deneddyl inh	MT1-MMP act inh	MsrA inhibitor	Rin1 Abl inh	FAS-TE inh	PABP1 MLLE inh
> Cc1ccccc1OCc1nnc(SCC(=O)Nc2ccc3c(c2)OCO3)n1C
→ i	4	-4	-2	-1	0.3	-3	-1	-4
> O=C(CNC(=O)c1ccc(Cl)cc1Cl)OCCOc1ccccc1
→ i	-6	-7	0	1	0.6	4	7	-4
> Cc1ccc2c(Cl)c(C(=O)Nc3cccnc3)sc2c1
→ i	-1	-3	1	-12	2.1	-3	-5	10
> CCCCCCSc1ccc([C@@H]2[C@@H]3C(=O)N(C)C(=O)[C@@H]3[C@]3(C(=O)OC)CCCCN23)cc1OC
→ i	-6	-5	1	1	-0.4	1	23	3
> O=C(O)CNc1nc(NCc2ccc(Cl)cc2)ccc1[N+](=O)[O-]
→ i	-2	-4	-3	2	2.0	0	-5	7
> O=C(NCCN1CCCC1)C1(S(=O)(=O)c2ccc(Cl)cc2)CC1
→ i	1	-3	-3	0	1.1	-1	-5	-16
> O=c1c2ccccc2nc(-c2ccco2)n1/N=C/c1ccco1
→ i	-11	-2	-2	3	3.0	-3	-6	6
> O=C1CCCC(O)=C1N=Nc1ccc2ncsc2c1
→ i	-1	-5	-6	4	2.8	-17	-6	45*
> CCc1nc(SCC(=O)NNC(=O)c2ccc(OC)cc2)c2ccccc2n1
→ i	2	-5	0	-5	0.9	-6	0	-109
> c1ccc(Cc2nn3c(COc4ccccc4)nnc3s2)cc1
→ i	3	4	3	-4	0.5	-1	5	37
> Cc1cnc(C(=O)OCC(=O)Nc2ccc(Cl)cc2Cl)cn1
→ i	-1	2	-8	-2	-0.1	-2	-5	-1
> CCOC(=O)c1ccc(NC(=O)CN2C(=O)CN(C(C)=O)C2=S)cc1
→ i	3	-11	-4	1	0.1	2	-15	-5
> COc1ccc(OC)c(NC(=O)CSc2nc3nc(C)cc(C)n3n2)c1
→ i	2	-7	3	-1	0.4	2	-6	15

Bioassay records as filed in PubChem.
